Screening results: PubChem BioAssay, several laboratories
Mcl1 Bid PPI: Mcl-1/Bid binding inhibitors, primary screen, biochemical, TR-FRET, 1536-well; TR-FRET Mcl-1/Bid-Dy647 peptide binding; inhibition, % at 21.7 µM; 220,000 tested, 0.97% active;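 active = compounds that cut the binding signal by more than half at the single screening dose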;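 note: His-tagged Mcl-1 with europium anti-His antibody binding Bid BH3 peptide; 0% = Mcl-1 plus peptide wells and 100% = peptide-only wells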
Target sequence (Q07820 whole entry, looked up): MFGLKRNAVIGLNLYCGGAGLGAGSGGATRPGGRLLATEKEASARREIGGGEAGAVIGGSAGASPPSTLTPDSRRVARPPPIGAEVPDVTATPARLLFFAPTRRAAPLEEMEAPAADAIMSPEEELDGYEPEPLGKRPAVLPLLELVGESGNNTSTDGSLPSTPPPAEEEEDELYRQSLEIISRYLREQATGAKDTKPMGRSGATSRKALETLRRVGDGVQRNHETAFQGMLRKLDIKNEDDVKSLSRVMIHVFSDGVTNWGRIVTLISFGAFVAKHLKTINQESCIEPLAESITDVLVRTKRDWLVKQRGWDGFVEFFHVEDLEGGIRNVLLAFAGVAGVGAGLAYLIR
RGS8-Gao reg: RGS8-Galphao binding modulators, primary screen, biochemical, multiplexed bead flow cytometry. actives lie on both sides. response (percent of control binding), % at 10 µM. 220,000 tested, 0.34% active. AID 1423, 2008; in the data active = response below about 60% or above about 140%; inactive = in between;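 note: Galphao activated as the GDP aluminium fluoride complex binding bead-coupled RGS8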
Target sequence (P09471 whole entry, looked up): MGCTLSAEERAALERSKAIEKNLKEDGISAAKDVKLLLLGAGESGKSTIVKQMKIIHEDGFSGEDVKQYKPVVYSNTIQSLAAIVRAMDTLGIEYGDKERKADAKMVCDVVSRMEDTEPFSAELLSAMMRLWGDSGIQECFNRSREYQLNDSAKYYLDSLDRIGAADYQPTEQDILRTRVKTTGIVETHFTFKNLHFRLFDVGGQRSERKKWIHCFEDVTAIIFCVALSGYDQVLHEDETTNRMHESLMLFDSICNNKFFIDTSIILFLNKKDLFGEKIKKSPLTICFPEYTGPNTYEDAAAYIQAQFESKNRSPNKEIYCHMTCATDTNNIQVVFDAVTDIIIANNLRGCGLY
Avidin bead fluor: green autofluorescence of compounds with avidin beads – biophysical, 488/530 nm, flow cytometry, artefact control, profiling panel. compound fluorescence 488/530 nm; active compounds read high. fluorescence (KMESF) at 10 µM. AID 1775, 2009. 220,000 tested, 0.38% active; in the data active = fluorescence above about 47; note: inactives centre near 10
ABCB1 inh: ABCB1 efflux pump inhibitors, primary screen, cell-based, multiplex, flow cytometry, ABCG2 counter-screen. ATP-dependent translocase ABCB1 (Homo sapiens), P08183. CCRF-Adr cells, JC-1 efflux. inhibition, % at 6.6 µM. 190,000 tested, 0.067% active; in the data active = inhibition above about 40%;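 note: 0% = vehicle and 100% = reference inhibitor; higher value means more JC-1 retained so stronger ABCB1 efflux block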
GSH bead fluor: compound fluorescence on glutathione beads, profiling panel, artefact control, biophysical, 488/530 nm, flow cytometry | GSH beads flow cytometry, compound fluorescence 488/530 nm; active compounds read high | fluorescence (KMESF) at 10 µM | 190,000 tested, 0.25% active; in the data active = fluorescence above about 89;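 note: glutathione beads carrying GST-tagged Bcl family fusion proteins plus one bare bead set; values are compound well signal with DMSO vehicle wells as background; inactives centre near 16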
RGS7-Gao reg: RGS7-Galphao binding modulators, primary screen, biochemical, multiplexed bead flow cytometry; binding response (% of control), % at 10 µM; 220,000 tested, 0.35% active; AID 1439, 2008; actives lie on both sides; in the data active = binding response below about 49% or above about 150%;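 note: fluorescent Galphao held in activated GDP-AlF4 state binding bead-coupled RGS7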
ABCG2 inh: ABCG2 efflux pump inhibitors, primary screen, multiplex with ABCB1, IgMXP3 cells, flow cytometry | inhibition, % at 6.6 µM | 190,000 tested, 0.1% active | JC-1 efflux | Broad substrate specificity ATP-binding cassette transporter ABCG2 (Homo sapiens), Q9UNQ0;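 active = inhibition above 80%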;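 note: 0% = DMSO and 100% = nicardipine control wells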
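Test system: IgMXP3 cells (ABCG2) mixed with DDAO far-red-labelled CCRF-Adr cells (ABCB1). Reagent: JC-1 transporter substrate. Compound dosing: single test compound dose, 6.6 µM final. Times: 10 min compound exposure, 25 °C. Detection: flow cytometry of retained JC-1 fluorescence. Read-out basis: efflux inhibition in percent versus controls. Controls: nicardipine and DMSO wells.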
Mcl1-Noxa inh: Mcl-1/Noxa binding inhibitors, primary screen, biochemical, TR-FRET, 1536-well; 220,000 tested, 1.5% active; Induced myeloid leukemia cell differentiation protein Mcl-1 (Homo sapiens), Q07820; TR-FRET Mcl-1/Noxa peptide binding, 2 h; inhibition, % at 21.7 µM;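 active = compounds that cut the protein-peptide binding signal by more than 50% relative to plate controls in a single-dose test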;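 note: His-tagged Mcl-1 with rhodamine Noxa BH3 peptide and terbium anti-His antibody; 0% = Mcl-1 plus Noxa peptide wells and 100% = peptide-only wells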
Mcl-1 Bim block: inhibitors of Bim peptide binding to Mcl-1, primary screen, biochemical, bead-based flow cytometry, multiplex; Induced myeloid leukemia cell differentiation protein Mcl-1 (Homo sapiens), Q07820; AID 1009, 2008; Bim peptide-Mcl-1 binding; 190,000 tested, 0.1% active; inhibition, % at 10 µM; in the data active = inhibition above about 40%;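 note: 0% = no compound tracer wells and 100% = peptide blocker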
RGS4-Gao reg: modulators of RGS4 binding to Galphao, primary screen, biochemical, multiplexed bead flow cytometry; 220,000 tested, 0.33% active; actives lie on both sides; Guanine nucleotide-binding protein G(o) subunit alpha (Homo sapiens), P09471; binding response (% of control), % at 10 µM; in the data active = binding response below about 49% or above about 150%; inactive = in between;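 note: fluorescent Galphao activated with aluminum fluoride binding bead-coupled RGS4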
Pf gamet viab: late stage P. falciparum gametocyte viability inhibitors, primary screen, ATP luminescence, HTS | 150,000 tested, 0.065% active | P. falciparum stage V gametocytes, 24 h | inhibition, % at 10.9 µM;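 active = inhibition above the mean plus 3 SD of compounds within the control limits, set per campaign, cut at about 38% in these data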;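 note: 0% = DMSO wells and 100% = medium only without gametocytes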
An asterisk follows results filed as active; / = not tested or not shown.

No.	canonical_smiles	Mcl1 Bid PPI	RGS8-Gao reg	Avidin bead fluor	ABCB1 inh	GSH bead fluor	RGS7-Gao reg	ABCG2 inh	Mcl1-Noxa inh	Mcl-1 Bim block	RGS4-Gao reg	Pf gamet viab
1	CCN(CC)C(=O)c1cc([N+](=O)[O-])cc2c1-c1ccc([N+](=O)[O-])cc1C2=C(C#N)C#N	34.4	90.5	6	/	/	/	/	20.5	/	90.0	-12.4
2	O=C(O)CSC(=S)N1CCCCC1	-35.7	91.2	9	0.2	17	97.8	-1.0	-4.8	-3.0	101.9	24.9
3	O=C(CSc1n[nH]c(=O)[nH]c1=O)N/N=C/C=C\c1ccccc1	-1.7	101.8	11	0.0	59	105.4	1.5	11.8	1.0	102.4	12.1
4	COc1ccc(OC)c(S(=O)(=O)NCc2cn3c(C)csc3n2)c1	-19.8	99.8	7	0.5	14	100.6	2.2	-1.1	-1.0	99.3	/
5	Cc1ccc(NC(=O)COc2ncnc3c(Cl)cc(Cl)cc23)cc1[N+](=O)[O-]	2.5	119.1	15	0.1	4	115.9	-2.7	17.4	-2.0	117.7	/
6	COc1ccc(C(=O)/C=C/c2ccc(N3CCCCC3)c([N+](=O)[O-])c2)c(OC)c1	-11.3	101.7	6	2.4	15	103.3	57.0	4.6	-2.0	98.0	4.2
7	CN(C)CCCn1c(NCc2ccc3c(c2)OCO3)nc2ccccc21	14.9	101.1	12	-0.5	33	106.9	-3.6	16.5	-1.0	106.6	/
8	C=CCN1C(=O)C2(/C(=C(\O)c3ccc4c(c3)OCCO4)C(=O)C(=O)N2CCCOC)c2ccccc21 (stereo not given)	7.4	99.6	16	0.2	30	99.9	0.6	16.4	0.0	101.0	/
9	O=C(/C=C/c1cccc([N+](=O)[O-])c1)NCCSc1ccccc1	7.7	99.2	38	0.3	11	99.5	2.4	-4.6	0.0	96.2	/
10	CCC(=O)N1N=C(c2ccc(C)o2)CC1c1ccc(Br)cc1 (stereo not given)	-9.0	95.2	10	1.4	10	98.0	37.2	14.9	-6.0	97.7	-6.8
11	CCCC(=O)Nc1ccccc1NC(=O)CCC	-3.6	96.9	8	0.5	29	101.2	2.1	-12.4	-8.0	102.1	/
12	Cc1ccccc1-n1c(Cn2c(=O)sc3ccccc32)nnc1SCC(=O)N1CCCC1	-4.0	98.5	5	0.4	26	99.1	0.7	-11.2	6.0	95.8	/
13	COc1ccc(C(=O)c2sc(Nc3cccc(OC)c3)c(C(=O)Nc3cccc(C)c3C)c2N)cc1	-8.2	101.4	6	-0.2	3	101.2	-0.8	30.3	0.0	100.5	-5.2
14	O=C(Cc1ccccc1)NNC(=O)C1CCN(c2ncccn2)CC1	0.9	109.4	26	0.5	12	102.7	2.8	3.2	-2.0	104.3	19.6
15	O=C(NN1C(=O)C2C(C1=O)C1C=CC2C12CC2)c1cccc(Cl)c1 (stereo not given)	-21.1	102.6	12	0.3	18	104.5	3.2	3.6	0.0	101.0	-3.2
16	CCOc1ccc(-n2c(O)c(/C=N/NC(=O)C3COc4ccccc4O3)c3ccccc3c2=O)cc1 (stereo not given)	-102.5	100.8	5	-1.0	15	96.0	-9.3	-58.2	-2.0	98.5	-6.0

Ordered by length of the SMILES (ascending): some entries from above
No.	canonical_smiles	Mcl1 Bid PPI	RGS8-Gao reg	Avidin bead fluor	ABCB1 inh	GSH bead fluor	RGS7-Gao reg	ABCG2 inh	Mcl1-Noxa inh	Mcl-1 Bim block	RGS4-Gao reg	Pf gamet viab
11	CCCC(=O)Nc1ccccc1NC(=O)CCC	-3.6	96.9	8	0.5	29	101.2	2.1	-12.4	-8.0	102.1	/
10	CCC(=O)N1N=C(c2ccc(C)o2)CC1c1ccc(Br)cc1 (stereo not given)	-9.0	95.2	10	1.4	10	98.0	37.2	14.9	-6.0	97.7	-6.8
7	CN(C)CCCn1c(NCc2ccc3c(c2)OCO3)nc2ccccc21	14.9	101.1	12	-0.5	33	106.9	-3.6	16.5	-1.0	106.6	/
4	COc1ccc(OC)c(S(=O)(=O)NCc2cn3c(C)csc3n2)c1	-19.8	99.8	7	0.5	14	100.6	2.2	-1.1	-1.0	99.3	/
9	O=C(/C=C/c1cccc([N+](=O)[O-])c1)NCCSc1ccccc1	7.7	99.2	38	0.3	11	99.5	2.4	-4.6	0.0	96.2	/
3	O=C(CSc1n[nH]c(=O)[nH]c1=O)N/N=C/C=C\c1ccccc1	-1.7	101.8	11	0.0	59	105.4	1.5	11.8	1.0	102.4	12.1
15	O=C(NN1C(=O)C2C(C1=O)C1C=CC2C12CC2)c1cccc(Cl)c1 (stereo not given)	-21.1	102.6	12	0.3	18	104.5	3.2	3.6	0.0	101.0	-3.2
12	Cc1ccccc1-n1c(Cn2c(=O)sc3ccccc32)nnc1SCC(=O)N1CCCC1	-4.0	98.5	5	0.4	26	99.1	0.7	-11.2	6.0	95.8	/
5	Cc1ccc(NC(=O)COc2ncnc3c(Cl)cc(Cl)cc23)cc1[N+](=O)[O-]	2.5	119.1	15	0.1	4	115.9	-2.7	17.4	-2.0	117.7	/
6	COc1ccc(C(=O)/C=C/c2ccc(N3CCCCC3)c([N+](=O)[O-])c2)c(OC)c1	-11.3	101.7	6	2.4	15	103.3	57.0	4.6	-2.0	98.0	4.2
16	CCOc1ccc(-n2c(O)c(/C=N/NC(=O)C3COc4ccccc4O3)c3ccccc3c2=O)cc1 (stereo not given)	-102.5	100.8	5	-1.0	15	96.0	-9.3	-58.2	-2.0	98.5	-6.0
8	C=CCN1C(=O)C2(/C(=C(\O)c3ccc4c(c3)OCCO4)C(=O)C(=O)N2CCCOC)c2ccccc21 (stereo not given)	7.4	99.6	16	0.2	30	99.9	0.6	16.4	0.0	101.0	/

The results go on:
No.	canonical_smiles	Mcl1 Bid PPI	RGS8-Gao reg	Avidin bead fluor	ABCB1 inh	GSH bead fluor	RGS7-Gao reg	ABCG2 inh	Mcl1-Noxa inh	Mcl-1 Bim block	RGS4-Gao reg	Pf gamet viab
17	CC(C)(C)c1cc(NCCCn2ccnc2)n2ncc(-c3ccc(Cl)cc3)c2n1	-33.8	101.6	26	-0.9	17	100.5	-1.9	-59.9	-1.0	100.6	/
18	COCCNC(=O)C(c1ccc(O)cc1)N(C(=O)CCC(=O)Nc1nccs1)c1ccc(C)cc1 (stereo not given)	-15.2	103.9	11	-0.1	15	105.3	-0.7	-9.3	-5.0	109.1	/
19	COc1ccc(-n2cc(CNCCCN3CCCC3=O)c(-c3ccccc3Cl)n2)cc1	-12.5	99.8	3	4.2	9	101.2	1.6	6.3	-3.0	103.6	-4.0
20	CN=C1CC(C)(C)CC(=O)/C1=C(/O)CCCN1C(=O)c2ccccc2C1=O	-3.1	103.6	10	0.4	15	99.5	0.8	14.0	-2.0	102.5	13.9
21	COc1cc(OC)c(OC)cc1/C=C/c1cc(C(F)(F)F)[nH]c(=O)n1	-6.0	105.0	14	0.0	11	101.0	23.8	6.6	-1.0	103.2	15.4
22	O=C(Cn1nnc(-c2cccs2)n1)NCc1ccco1	-43.1	101.2	9	1.0	15	103.1	5.1	10.3	1.0	109.4	-21.8
23	O=C(CCSc1ccc(Cl)cc1)c1cccs1	-5.9	106.2	8	0.2	18	101.8	2.8	56.7*	-6.0	101.0	/

Hits appear at their usual frequency (roughly 3.3% active in at least one column).
